# sdo1 growth = growth rescue of sdo1-depleted yeast, primary screen, S. cerevisiae, bone marrow failure model; S. cerevisiae sdo1-depleted JHY4D growth rescue, OD600 30 h; active compounds read high; pdr5 snq2 efflux-pump mutant strain; z-score at 10 µM; 0.21% of 140,000 active;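 active = z-score above 3 at both the 24 hr and the 30 hr optical density reads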;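 also: z-score against mean and SD of all compound wells on the same plate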
# Insulin prom inh = inhibitors of insulin promoter-driven GFP, primary screen, imaging, TRM-6 cells (human fetal islet line), eGFP reporter, cell count; reporter expression induced with tamoxifen; inhibition, % at 2 µM; 0.9% of 130,000 active; AID 1273, 2008;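 active = inhibition above the mean plus 3 SD, with well images judged a real hit on visual review, cut at about 60% in these data, passing the limit was not always enough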
# sdo1 growth Rescue 24 h = further read-out of sdo1 growth, marked with its call; z-score; S. cerevisiae sdo1-depleted JHY4D growth rescue, OD600; measured here: growth rescue at 24 h;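 0 is the plate mean of compound wells and units are plate SD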
# * hit, by the source's call; . = not tested or not shown; [ ] = dose if it differs, or a comment. Only part of the results is shown; the hit share may differ from the screen's.
sdo1 growth | SMILES | sdo1 growth Rescue 24 h | Insulin prom inh
-0.99 | COc1ccc(NC(=O)CCCN2C(=O)/C(=C\c3ccco3)SC2=S)cc1 | -0.38 | 37
0.32[13 µM] | Cc1cccc(C(=O)Nc2ccc(O)cc2)c1 | -0.36 | .
-0.88 | CCCOC(=O)c1ccc(Oc2coc3c(CN(CC)CC)c(O)ccc3c2=O)cc1 | -1.1 | -43
-0.13 | O=C(O)C1CC(=O)N(CCOc2ccccc2)C1 (stereo unspecified) | -0.69 | 21
0.05 | CCNC(=O)NC1(C(=O)Nc2ccc3c(c2)OCCO3)CCCCC1 | 0.13 | -40
. | CCN(CC)CCCN1C(=O)C(O)=C(C(=O)c2ccc(C)o2)C1c1ccco1 (stereo unspecified) | . | 23
. | COc1ccc2[nH]c(=O)c(CN(Cc3ccccc3)C(=S)NCC3CCCO3)cc2c1 (stereo unspecified) | . | -250
0.79 | CCCn1c(SCC(=O)Nc2nnc(C(C)C)s2)nc2c1c(=O)n(C)c(=O)n2C | 0.89 | 62
-0.43 | CCOc1ccc(CCNC(=O)CN(C)S(=O)(=O)c2cccc3nsnc23)cc1OCC | -0.6 | 47
0.93 | O=C(CCc1nc2ccccc2[nH]1)Nc1ccc2c(c1)OCCO2 | -0.42 | -15
0.22 | COc1cc(C(=O)OCCn2c(=O)c3c(ncn3CCN(C)C)n(C)c2=O)cc(OC)c1OC | 0.22 | -25
9.4* | Cc1ccc(-n2[nH]c(C)c(C=Nc3cc(C)ccn3)c2=O)cc1 | 9.5* | 21
-1.7 | CCC1CCCCN1S(=O)(=O)c1ccc2c(c1)CCN2C(=O)C1CCC1 (stereo unspecified) | -0.76 | 6
1.4 | COc1cccc(NC(=O)c2ccc(NC(C)=O)cc2)c1 | 1.5 | 4
-1.1 | O=C(CS(=O)(=O)c1ccccc1)c1ccc2c(c1)OCCO2 | -1.5 | 0
1.1 | Cc1noc(C)c1CSCC(=O)OCC(=O)Nc1sccc1C#N | 0.07 | .
-0.1 | Fc1ccc(C2NCCn3cccc32)cc1 (stereo unspecified) | -1.5 | 22
0.94 | CCn1cc(C(=O)NCC(=O)OC)c2cc(OC)c(OC)cc2c1=O | 0.25 | 45
0.33 | Cc1ccccc1OCC(O)Cn1c(SC(C)C)nc2c1c(=O)[nH]c(=O)n2C (stereo unspecified) | -0.07 | .
0.48 | CN(C)[C@@H]1CCC[C@@H]1OC(=O)C(c1ccccc1)c1ccccc1 | 0.3 | 21
. | O=c1cc(CN2CCCCC2)nc(C2CC2)[nH]1 | . | 60
0.74 | Cc1nc2ccccc2nc1OCc1ccccc1 | 0.79 | .
-0.15 | CCSc1nnc(NC(NC(=O)c2ccco2)(C(F)(F)F)C(F)(F)F)s1 | -0.49 | .
-2.1 | O=c1oc2c3c4c(cc2c(C(F)(F)F)c1CCN1CCOCC1)CCCN4CCC3 | -1.1 | -26
-0.55 | CCOCCOC(=O)C1=C(C)N(C)C(=O)NC1c1cc(Cl)c(O)c(OC)c1 (stereo unspecified) | -0.93 | .

# More entries follow:
sdo1 growth | SMILES | sdo1 growth Rescue 24 h | Insulin prom inh
0.15 | O=C(CSc1nc2cc(Cl)ccc2o1)N1CCOCC1 | -0.39 | 25
. | CN1C[C@@H]2C[C@@H](C3=Cc4cc(Cl)ccc4OC3)N3CCC[C@@]23C1=O | . | 17
. | O=C(Cn1ccc2ccccc2c1=O)NCCC(=O)N1CCN(C(=O)c2ccco2)CC1 | . | 70
-0.97 | CCC1(C)Cc2c(sc3nc(SC)nc(NCCN(C)C)c23)CO1 (stereo unspecified) | -0.65 | 0
-0.33 | COc1ccccc1CN1CCN(S(=O)(=O)c2ccccc2)CC1 | -0.68 | 21
-1.1 | CCN(CC)S(=O)(=O)c1ccc(N2C(=O)CC2(/C=C/c2ccccc2)C(=O)NC2CCCC2)cc1 (stereo unspecified) | -0.74 | .
0.68 | O=C(CN1C(=O)CSC1=O)N1CCc2ccccc2C1 | 0.29 | 45
0.58 | O=C(Nc1ccc(S(=O)(=O)N2CCCCC2)cc1)c1cnccn1 | 0.48 | .
1.3 | COc1cc(C(=O)N2CCN(C(=O)c3ccco3)CC2)cc(OC)c1OC | 0.12 | 43
-1.5 | CCCOC(=O)c1ccc(NC(=O)c2cc(OC)c(OC)c(OC)c2Br)cc1 | -0.55 | 0
0.29 | Cc1ccc(S(=O)(=O)N2CCCC(C(=O)NC3=NCCS3)C2)cc1 (stereo unspecified) | 0.36 | -6
0.89 | O=S(=O)(c1cccc2cccnc12)N(CCO)CCO | 1.7 | .
-0.21 | Cc1cccc(OCc2nnc(N)s2)c1C | -0.72 | -33
. | CCOC(=O)c1ccc(-n2c(CC)nc3ccccc3c2=O)cc1 | . | -107
0.47 | Cc1oc2ccc(NS(=O)(=O)c3ccccc3)cc2c1C(=O)Nc1ccccc1 | 0.07 | 3
-0.08 | Oc1cccc(/C=N/c2c(-c3ccco3)nc3ccccn23)c1 | 1.4 | .
-0.39 | CC1(C)C2CCC13CS(=O)(=O)N[C@@H]3C2 (stereo partly specified) | -1 | .
-0.73 | CCN1CCN(C(=S)Nc2cccc(C(F)(F)F)c2)CC1 | -1.9 | -13
-0.17 | COC(=O)C(Cc1ccc(OC(=O)c2ccc(C)cc2)cc1)N1Cc2ccccc2C1=O (stereo unspecified) | 0.12 | 11
1.8 | Cc1cnc(C(=O)Nc2ccc(F)cc2)cn1 | 1.3 | 14
-0.42 | COc1ccc(CN2CCn3ncc(C(=O)Nc4cccc(C)c4)c3C2=O)cc1 | 1.1 | 11
-1.2 | CCOc1ccc(C(C)(C)C)cc1S(=O)(=O)n1nc(C)cc1C | -1.2 | -21
0.27 | COC(=O)NC(Nc1sc2c(c1C(N)=O)CCCC2)(C(=O)OC)C(F)(F)F (stereo unspecified) | 0.37 | 6
. | Cc1cc2cc(CNC(=O)c3ccc4c(c3)OCO4)ccc2[nH]1 | . | 10
-0.49 | O=C(CC1CCS(=O)(=O)C1)NC1CCCCC1 (stereo unspecified) | -0.84 | -50

# Some of these compounds in order of SMILES length, ascending.
sdo1 growth | SMILES | sdo1 growth Rescue 24 h | Insulin prom inh
-0.1 | Fc1ccc(C2NCCn3cccc32)cc1 (stereo unspecified) | -1.5 | 22
-0.13 | O=C(O)C1CC(=O)N(CCOc2ccccc2)C1 (stereo unspecified) | -0.69 | 21
0.68 | O=C(CN1C(=O)CSC1=O)N1CCc2ccccc2C1 | 0.29 | 45

# More compounds.
sdo1 growth | SMILES | sdo1 growth Rescue 24 h | Insulin prom inh
-1 | CCOC(=O)C(C)Sc1nnc(-c2ccccc2O)n1Cc1ccccc1 (stereo unspecified) | -1 | 3
-0.58 | CCCCCOc1ccc(CSC(=N)N)cc1[N+](=O)[O-] | -0.32 | -23
-1 | COc1cc(NC(=S)NCCSc2ccc(C)cc2)cc(OC)c1 | -0.16 | 3
0.49 | Cc1no[n+]([O-])c1COc1ccccc1/C=N/n1nnnc1N | -0.04 | -44
-0.24 | CNC(=O)c1c(N)sc2c1CCCCC2 | -0.47 | .
-2.2 | COC(=O)c1sc(NC(=O)CC(C)C)c(C(=O)OC)c1C | -1.4 | -13
1.2 | COc1cccc(N(CC(=O)Nc2cccc(C(C)=O)c2)S(C)(=O)=O)c1 | 0.74 | -38
0.76 | Cc1[nH]nc(SCC(=O)NCc2ccc(F)cc2)c1[N+](=O)[O-] | 0.47 | 17
. | COc1cc(Cl)c([C@@H]2C[C@H]3CN(c4ccccc4)C(=O)[C@]34CCCN24)cc1OC | . | 15
0.07 | O=C(N/N=C/c1ccc(OCc2ccccc2)cc1)c1cc[n+](Cc2ccccc2)cc1 | -0.52 | -97
-0.5 | Cc1ccc(NC(=O)Cc2nnc(SCC(=O)c3ccc(Br)cc3)n2C)cc1Cl | 1.2 | -8
-0.6 | Cc1ccc2nc(NCc3ccccc3)c(C=O)c(=O)n2c1 | -1.3 | 53
1 | O=C(O)CCC(=O)Nc1ccccc1C(=O)NCc1ccccc1 | 0.18 | -15
-0.6 | CCOC(=O)c1ccc(NC(=O)COc2ccccc2OC)cc1 | -0.41 | .
0.6 | CC(C)NC(=O)c1ccccc1S(=O)(=O)c1ccccc1C#N | 0.17 | 31
0.82 | Cn1cccc1Cc1nnc(SCC(=O)N2CCOCC2)n1-c1ccc(F)cc1 | 0.85 | .
. | CCOC(=O)c1sc2nc(-c3cccnc3)ccc2c1N | . | 71*
-0.1 | Cc1nc(-c2ccccc2)sc1C(N)=O | -0.1 | -236
0.95 | COc1ccc2c(c1)CCc1c-2n[nH]c1C(=O)O | 0.64 | -22
. | COc1ccc2sc(/C=C/c3ccccc3O)[n+](C)c2c1 | . | -50
-2 | COC(=O)CN(c1ccc(OC)c(OC)c1)S(C)(=O)=O | -1.3 | -220
. | O=C(NC(=S)N1CCc2ccccc21)c1ccco1 | . | 19
-1.5 | O=C(NNc1c2ccccc2nc2ccccc12)c1ccccc1O | -1.4 | .
. | CC(=O)C1(C)N(O)C(C)(C)C(c2cccs2)=[N+]1[O-] (stereo unspecified) | . | 48
0.5 | CCc1ccc(NC(=O)COC(=O)CCc2nc3cc(S(=O)(=O)N(CC)CC)ccc3n2C)cc1 | 0.08 | .

# Entries of single compounds as entered above. Values in the order: sdo1 growth	sdo1 growth Rescue 24 h	Insulin prom inh
# CCOC(=O)c1sc2nc(-c3cccnc3)ccc2c1N reads .	.	71*
# CNC(=O)c1c(N)sc2c1CCCCC2 reads -0.24	-0.47	.
# CCCCCOc1ccc(CSC(=N)N)cc1[N+](=O)[O-] reads -0.58	-0.32	-23
# O=C(N/N=C/c1ccc(OCc2ccccc2)cc1)c1cc[n+](Cc2ccccc2)cc1 reads 0.07	-0.52	-97
# COc1cc(C(=O)OCCn2c(=O)c3c(ncn3CCN(C)C)n(C)c2=O)cc(OC)c1OC reads 0.22	0.22	-25

# (more compounds)
sdo1 growth | SMILES | sdo1 growth Rescue 24 h | Insulin prom inh
1 | COc1ccc(N2CCN(C(=O)c3cc(N4C(=O)C5C6CCC(C6)C5C4=O)ccc3Cl)CC2)cc1 (stereo unspecified) | 0.93 | -8
. | COc1ccc2c(c1)/C(=N/OC(=O)c1cccs1)CCC2 | . | 46
-0.49 | CCOc1cc(C(c2c(C)[nH][nH]c2=O)c2c(C)[nH][nH]c2=O)ccc1OS(=O)(=O)c1ccc(C)cc1 | -0.53 | .
-2.2 | Cc1ccc(NS(=O)(=O)c2cc(C(=O)N3CCc4ccccc4C3)ccc2Cl)cc1 | -0.99 | -38
-0.24 | O=C(Nc1ccccc1C(=O)NCc1ccco1)c1ccccc1 | -0.41 | .
-0.39 | O=C(Nc1ccc2nc(-c3ccc4nc[nH]c4c3)[nH]c2c1)c1cccs1 | 1.4 | 50
0.82 | O=C(NCc1nc2ccccc2[nH]1)c1cccc(S(=O)(=O)N2CCCC2)c1 | -0.04 | 23
0.39 | CCOc1ccc2[nH]c(=O)c(CN(CC3COCCO3)C(=O)C3CC3)cc2c1 (stereo unspecified) | 0.75 | 45
-0.8 | O=C(Nc1cccc(F)c1)c1ccc(-c2ccccc2C(F)(F)F)o1 | -0.52 | 38
-2.1 | CCn1c2ccccc2c2cc(/C(C)=N/O)ccc21 | -1 | 16
. | CSC(=S)N/N=C(\C)c1ccccc1 | . | 53
. | O=C(O)Cn1c(CCS(=O)(=O)c2ccc(Br)cc2)nc2ccccc21 | . | -9
0.13 | COC(=O)CCCC(=O)Nc1ccc(Br)cc1 | -0.62 | 0
0.03 | CC(C)=C1SC(N2CCN(c3ccc(C)cc3)CC2)=NC1=O | -1.2 | 31
1.3 | Cc1[nH]c(=O)c(C#N)cc1-c1ccccc1 | 1.4 | -54
-0.09 | O=C(NCc1ccccc1)C(c1ccc(F)cc1)N(Cc1ccc2c(c1)OCO2)C(=O)Cn1nnc(-c2cccs2)n1 (stereo unspecified) | 0.95 | 52
-0.5 | CCn1c(CC(=O)Nc2ccc(Cl)c(Cl)c2)nnc1SCc1ccc(C)cc1 | 0.18 | .
0.23 | COc1ccc(N2CCN(C(=O)C3CCN(S(=O)(=O)N4CCOCC4)CC3)CC2)cc1 | -0.37 | -7
-0.76 | Cc1nnc(-c2ccc(Oc3ccc(Br)cc3)c([N+](=O)[O-])c2)o1 | -1.4 | .
-0.4 | CCOC(=O)C1CCN(S(=O)(=O)c2cccc(-c3csc(C)n3)c2)CC1 | -0.57 | -73
-0.52 | COc1cccc(CN2C(=O)C3CCCN3c3ccc(S(=O)(=O)N4CCOCC4)cc32)c1 (stereo unspecified) | -1.2 | 0
1.1 | CC(C)NCC(=O)NC12CC3CC(CC(C3)C1)C2 | 0.7 | 57
-1.6 | Cc1nn(-c2ccccc2)c(N)c1N=Nc1ccc2ccccc2c1 | -0.67 | 17
0.26 | N/C(=N\OC(=O)Cc1cccs1)c1cccc([N+](=O)[O-])c1 | -0.59 | -38
0.34 | COC(=O)c1[nH]c2cccc(OC)c2c1NC(=O)CN1CC(C)OC(C)C1 (stereo unspecified) | -0.82 | 12

# Reprinted from the part before: three entries; new compounds follow.
sdo1 growth | SMILES | sdo1 growth Rescue 24 h | Insulin prom inh
-1.6 | Cc1nn(-c2ccccc2)c(N)c1N=Nc1ccc2ccccc2c1 | -0.67 | 17
0.26 | N/C(=N\OC(=O)Cc1cccs1)c1cccc([N+](=O)[O-])c1 | -0.59 | -38
0.34 | COC(=O)c1[nH]c2cccc(OC)c2c1NC(=O)CN1CC(C)OC(C)C1 (stereo unspecified) | -0.82 | 12
-0.55 | O=[N+]([O-])c1cc(S(=O)(=O)C(F)(F)F)ccc1N1CCN(c2ccccc2)CC1 | -0.39 | 11
. | Fc1ccccc1Nc1nc(Cl)nc(Cl)n1 | . | 23
2 | CCS(=O)(=O)c1ccc2c(c1)N(S(C)(=O)=O)CC(C(=O)NC1CC1)O2 (stereo unspecified) | 1 | .
-0.55 | COC(=O)c1sc2ccccc2c1NC(=O)c1ccc(S(=O)(=O)N2CCCCC2)cc1 | -0.62 | .
0.45 | CCCN(CCC)C(=O)c1c(C)[nH]c(C(=O)OCC)c1C | 0.25 | .

# Screening results as filed in PubChem.
